# Compound activity (PubChem)
# RGS12 GoLoco inh: RGS12 GoLoco-Gai1 interaction inhibition; AID 880; Potency, µM (doses to about 61.6 µM), inactives show at the highest dose activity, negative = inhibition, actives largely listed as inhibitors; actives 0.44% (n = 230,000); Gai1:RGS12 GoLoco peptide FP, rhodamine, 10 min; active = well fitted inhibition curve with a large enough effect, not every such curve was filed as active; inactive = no such curve, though single readings can be large or run the other way; also: nearly all actives have a fitted effect of over 30% in size; many of its hits are not listed in these tables
# TRb SRC2 PPI: inhibitors of human thyroid hormone receptor beta-SRC2 interaction. TRbeta-SRC2 peptide binding, fluorescence polarization; receptor liganded with 1 µM T3. P10828. actives 0.065% (n = 280,000). AID 1469. Potency, µM (series often up to 106 µM), for the others: at the top dose activity change, negative = inhibition, usual class: inhibitors;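 also: plate controls were bound peptide for no effect and peptide without receptor for full effect; nearly all actives have a fitted effect of over 50% in size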
#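 Fluorescence polarization of 20 nM Texas Red SRC2 peptide with 0.6 uM human TRb ligand-binding domain, in Tris buffer with 1uM T3 and 5% DMSO. Incubated 5 hr ambient; normalized to unbound and bound controls.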
# GAA glycogen: alters human alpha-glucosidase cleavage of glycogen | P10253 | recombinant GAA, glycogen substrate, Amplex Red glucose oxidase fluorescence | Potency, µM (top dose mostly 76.4 µM), without a hit: at the top dose activity change, negative = inhibition, hits mostly inhibitors | actives 0.38% (n = 300,000);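 also: 0% = full enzyme reaction and -100% = no-enzyme basal signal; the screen sought inhibitors and activators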
#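 Natural-substrate format: glycogen cleavage by 4 nM human enzyme, glucose read by Amplex Red coupling (Ex 573, Em 610 nm). Normalized to enzyme and no-enzyme controls.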
# RECQ1 inh: RECQ1 (human) helicase inhibition; P46063; RECQ1 DNA unwinding, red fluorescence kinetic read; Potency, µM (top dose mostly 57.3 µM), inactives show top-dose activity, negative = inhibition, actives largely listed as inhibitors; actives 0.54% (n = 240,000);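 also: plate controls were vehicle for no effect and no enzyme for full effect; nearly all actives have a fitted effect of over 30% in size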
#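 50 nM RECQ1T1 preincubated 15 min with compound in Tris pH 8.0 buffer with MgCl2, DTT, Tween-20 and 2.5 ug/ml poly(dI-dC); started with 200 nM TAMRA/BHQ-2 forked duplex and 2 mM ATP. Unwinding read as fluorescence (525/598 nm), two reads 2 h apart.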
# GAA inh: blocks human lysosomal alpha-glucosidase; P10253; AID 1466; Potency, µM (highest dose often 76.9 µM), without a hit: top-dose activity change, negative = inhibition, most hits filed as inhibitors; actives 0.005% (n = 200,000); purified human GAA, 4-MU-alpha-glucoside fluorescence;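 also: plate controls were uninhibited enzyme wells for no effect and no-enzyme background for full effect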
#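 Fluorogenic assay: 4 nM human alpha-glucosidase with 400 uM 4-methylumbelliferyl-alpha-D-pyranoside in 50 mM citrate/phosphate, 0.005% Tween-20, pH 5.0, 20 min at room temperature. Compounds tested up to 77 uM; AC50 from Hill fits.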
# L3MBTL1 inh: blocks human L3MBTL1; AlphaScreen L3MBTL1–H3K9me1 peptide binding; Potency, µM (highest dose often 57.1 µM), for the others: top-dose activity, negative = inhibition, actives largely listed as inhibitors; actives 0.66% (n = 230,000); also: nearly all actives have a fitted effect of over 60% in size
# Target sequence (Q9Y468 whole entry, looked up): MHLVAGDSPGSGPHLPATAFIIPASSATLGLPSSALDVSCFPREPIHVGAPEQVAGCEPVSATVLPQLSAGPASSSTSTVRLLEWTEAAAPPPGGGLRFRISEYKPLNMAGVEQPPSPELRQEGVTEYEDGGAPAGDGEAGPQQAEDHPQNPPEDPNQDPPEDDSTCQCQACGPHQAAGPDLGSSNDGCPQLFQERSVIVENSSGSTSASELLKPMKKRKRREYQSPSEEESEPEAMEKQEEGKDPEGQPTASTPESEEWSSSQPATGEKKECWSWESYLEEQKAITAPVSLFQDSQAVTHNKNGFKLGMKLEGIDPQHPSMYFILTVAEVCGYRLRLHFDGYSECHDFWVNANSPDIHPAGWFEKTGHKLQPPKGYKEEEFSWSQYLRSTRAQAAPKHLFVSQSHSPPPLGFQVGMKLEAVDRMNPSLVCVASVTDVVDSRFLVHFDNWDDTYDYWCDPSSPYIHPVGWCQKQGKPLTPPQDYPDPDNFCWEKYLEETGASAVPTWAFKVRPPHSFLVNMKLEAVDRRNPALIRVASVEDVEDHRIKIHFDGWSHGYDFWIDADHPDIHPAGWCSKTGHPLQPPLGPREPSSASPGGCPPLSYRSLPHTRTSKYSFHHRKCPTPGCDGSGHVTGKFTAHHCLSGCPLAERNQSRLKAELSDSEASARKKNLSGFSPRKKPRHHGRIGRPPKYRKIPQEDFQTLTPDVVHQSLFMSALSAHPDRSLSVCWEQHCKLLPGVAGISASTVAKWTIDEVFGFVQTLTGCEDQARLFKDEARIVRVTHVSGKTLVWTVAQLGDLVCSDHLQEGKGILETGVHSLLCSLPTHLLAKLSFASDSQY
#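 AlphaScreen assay: L3MBTL1 (50 nM final) was preincubated 30 min at room temperature with biotinylated H3(1-15)K9me1 peptide (75 nM final), then 30 min with library compounds; streptavidin donor and nickel chelate acceptor beads (10 ug/mL final) added, 30 min dark.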
# TexasRed fluor: alters Texas Red total fluorescence, flagging assay interference; TRb/SRC2 Texas Red total fluorescence interference; Potency, µM (series often up to 106 µM), without a hit: at the top dose fluorescence change, negative = quenching; actives 0.29% (n = 280,000); AID 1479; active = well fitted curve in either direction with a large enough effect; inconclusive = small, poorly fitted or top-dose-only effect
#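 Human TRβ ligand-binding domain (0.6 uM) and Texas Red SRC2 peptide (20 nM) in Tris buffer with 1 uM T3 and 5% DMSO were incubated with pinned compound for 5 hr at ambient temperature. Total fluorescence was computed as S + 2P (555/632 nm).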
# aGlu spleen mod: inhibitors or activators of human alpha-glucosidase in spleen homogenate; human spleen homogenate, 4-MU-alpha-glucoside fluorescence; Potency, µM (top dose mostly 79.9 µM), for inactives: top-dose activity change, negative = inhibition, actives largely listed as inhibitors; actives 0.006% (n = 240,000);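 also: 0% = enzyme with vehicle and -100% = no enzyme basal signal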
#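 Human spleen homogenate (1 ug) incubated with compounds and 1 mM 4-methylumbelliferyl-alpha-D-glucopyranoside in pH 5.0 citrate/phosphate buffer, 37 C, 40 min. Stopped at pH 10; 4-MU fluorescence (Ex 365/Em 440 nm); AC50 by Hill fit.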
# Active calls of the source: *; i = inactive; ? = inconclusive; / = not tested or not shown; & = joins results of further samples; [ ] = another dose, or the depositor's remark. Unless noted, calls follow the shape of the dose curve; as a rule, active = well fitted curve in the direction sought with a large enough effect; inconclusive = small, poorly fitted or top-dose-only effect, or another doubt; inactive = no such curve, though single readings can be large; an effect the other way counts as inactive or inconclusive. Unless noted, % is scaled to controls: 0 for no effect and ±100 for the full control effect; potency is read from the fitted curve at half-maximal effect.
SMILES,RGS12 GoLoco inh,TRb SRC2 PPI,GAA glycogen,RECQ1 inh,GAA inh,L3MBTL1 inh,TexasRed fluor,aGlu spleen mod
Cn1nc(-c2ccc(C(=O)Nc3ccc(F)cc3)cc2)c2ccccc2c1=O,43%[activator],2%&4%,0%,-8%,-1%,4%,?,5%
COC(=O)c1ccccc1NC(=S)NC(=O)c1ccccc1F,9%,2%,-1%,-15%,4%,-4%,2%,-7%
CN(C)S(=O)(=O)c1ccc(Cl)c(NC(=O)COC(=O)c2ccc(O)cc2)c1,5%,-11%,3%,-4%,-4%,-5%,1%,-11%
N[C@H](CO)Cc1cnc[nH]1,2%,-4%,/,-6%,/,/,0%,3%
Cc1cc(-c2ccccc2)c2c(=O)[nH][nH]c2n1,2%,3%,-2%,4%,-9%,-2%,-7%,-4%
COc1ccc(-n2c(N)c(C(=O)NCc3ccco3)sc2=S)cc1,10%,-16%,4%,-6%,-13%,-18%,-4%,-2%
CSc1ncccc1C(=O)N1CCCC(C(=O)c2cc(F)ccc2F)C1 (centres undefined),0%,6%,0%,i,0%,-3%,-2%,2%
CC1Cc2ccccc2N1CC(=O)NC(=O)NCc1ccccc1 (centres undefined),3%,9%,-1%,-4%,-6%,/,4%,3%
COc1ccc(C(Nc2ccccn2)c2c(NC(=O)c3ccco3)sc(C)c2C)cc1OC (centres undefined),1%,5%,?,-8%,-8%,-4%,6%,-8%
Cc1ccc(NC(=O)Nc2ccc(F)c(Cl)c2)cc1,9%,2%,-10%,-5%,11%,3%[11.4 µM],-5%,1%
Cc1cc(C)c(NC(=O)COc2ccccc2C(=O)Nc2ccc3c(c2)oc2ccccc23)c(C)c1,7%,-4%,-2%,-2%,?,/,0%,-2%
c1ccc(-c2ccc(OCCCNC3CCCC3)cc2)cc1,-7%,-5%,19%,i,-7%,-2%,0%,0%
Cc1c(N(C(=O)c2cc(=O)[nH]c3ccccc23)C(C)C)c(=O)n(-c2ccccc2)n1C,1%,0%,2%,-1%,-8%,/,-1%,-4%
c1ccc(C[n+]2c(-c3ccccc3)csc2Nc2ccccc2)cc1,8%,-18%,-1%,-5%,1%,-4%,0%,-2%
Cn1cc(CN2CCC(C(O)c3cccs3)CC2)c(-c2ccccc2F)n1 (centres undefined),2%,10%,3%,-5%,/,7%,0%,1%
CC(=O)O/N=C(/C)c1ncc(C(F)(F)F)cc1N1CCOCC1,-6%,-15%,2%,-8%,0%,/,-3%,-1%
Cc1ccc(CNc2ncnc3ccc(-c4c(C)noc4C)cc23)cc1,/,3%,/,i,/,/,0%,-2%
O=C(CN1CCC(Cc2ccccc2)CC1)NC(=O)NCc1ccco1,22%,-1%,11%,-13%,?,-10%,0%,-7%
CCCCN(CCCC)C(=S)N/N=C/c1c(C)[nH]n(-c2ccccc2)c1=O,-12%,0%,12%,-9%,-9%,-8%,-5%,-5%
Cc1cc(=O)n2c(-c3ccc(Cl)cc3)csc2n1,7%,-3%,2%,-5%,/,11%,-4%,0%
COCCCn1c(SCC(=O)OC2CCCCC2)nnc1-c1cccs1,0%,-1%,-1%,-6%,3%,6%,4%,1%
O=C(NCc1cccc(Cl)c1)C1CCCO1 (centres undefined),3%,7%,0%,i,5%,2%,0%,2%
COC(CNC(=O)c1coc2nc3ccccc3nc12)OC,21%,-1%,-13%,-18%,/,/,-1%,22%
Cn1cc(SCC(=O)Nc2ccc3c(c2)OCO3)c2ccccc21,8%,-7%,9%,-19%,-13%,/,3%,-6%
CCCC1=Nc2cc(C(=O)NCCCOC(C)C)ccc2Sc2ccccc21,1%,9%,-3%,i,?,/,3%,5%
Fc1ccc(CSc2nnc(CN3CCOCC3)n2-c2ccccc2)c(Cl)c1,7%,-14%,7%,-17%,4%,/,-1%,-7%
Cc1cccc(C)c1N1C(=O)CC(N(O)c2ccccc2)C1=O (centres undefined),-14%,-1%,32µM*,12%,-6%,/,-1%,-7%
Cc1ccc(NC(=S)N(CCCN2CCN(C)CC2)Cc2cccs2)cc1,1%,-5%,-19%,-3%,-10%,14%,1%,4%
Cc1ccc(C(=O)NNc2ncnc3ccccc23)cc1,-1%,4%,-11%,-1%,/,/,-1%,7%
Cc1ccc(C)c(NC(=S)NNC(=O)c2ccc(Br)o2)c1,4%,2%,-29%,-1%,8%,-1%,-3%,3%

# Arranged by length of the SMILES (low to high): 4 of the compounds above
SMILES,RGS12 GoLoco inh,TRb SRC2 PPI,GAA glycogen,RECQ1 inh,GAA inh,L3MBTL1 inh,TexasRed fluor,aGlu spleen mod
Cc1ccc(NC(=O)Nc2ccc(F)c(Cl)c2)cc1,9%,2%,-10%,-5%,11%,3%[11.4 µM],-5%,1%
COC(=O)c1ccccc1NC(=S)NC(=O)c1ccccc1F,9%,2%,-1%,-15%,4%,-4%,2%,-7%
Cc1ccc(NC(=S)N(CCCN2CCN(C)CC2)Cc2cccs2)cc1,1%,-5%,-19%,-3%,-10%,14%,1%,4%
Cc1c(N(C(=O)c2cc(=O)[nH]c3ccccc23)C(C)C)c(=O)n(-c2ccccc2)n1C,1%,0%,2%,-1%,-8%,/,-1%,-4%

# The list continues.
SMILES,RGS12 GoLoco inh,TRb SRC2 PPI,GAA glycogen,RECQ1 inh,GAA inh,L3MBTL1 inh,TexasRed fluor,aGlu spleen mod
COc1ccccc1N1CCN(/N=C\c2ccc(C)o2)CC1,-5%,-18%,-12%,-1%,-4%,-5%,1%,-3%
COc1cccc(C(=O)NNC(=O)c2ccccc2-n2cccc2)c1,4%,-8%,18%,i,3%,-8%,-7%,-3%
COc1ccccc1NC(=O)CN(C)S(=O)(=O)c1ccc2c(c1)CCC(=O)N2,-1%,-7%,-14%,-4%,-2%,/,-3%,1%
C/C(CCc1ccccc1)=N/NC(=O)C(=O)NCc1ccccc1,3%,3%,-10%,11%,?,-6%,-1%,8%
CCCCOCCCNC(=O)CC(C)c1ccccc1 (centres undefined),3%,-2%,-4%,-13%,7%,7%,-4%,8%
CO[C@H]1COC(=O)C/C=C\[C@H](C)[C@@H](NS(=O)(=O)c2ccc(C)cc2)COC(=O)CCC[C@@H]1C,/,2%[11.2 µM],/,-1%[11.5 µM],/,/,2%[11.2 µM],-12%[17.4 µM]
CN(Cc1ccccc1)S(=O)(=O)c1ccc2c(c1)NC(=O)CC(=O)N2,6%,-11%,0%,-12%,-4%,6%,-3%,0%
Cc1nn(Cc2ccc(F)cc2)c(C)c1NC(=O)c1cc(-c2ccc3c(c2)OCO3)on1,-4%,-15%,-6%,-1%,3%,2%,2%,5%
CC(C)(C)S(=O)(=O)/C(C#N)=C/Nc1ccccn1,3%,1%,-2%,0%,/,0%,-6%,-17%
Cc1ccc(S(=O)(=O)NC2=NCN(C3CCN(Cc4ccccc4)CC3)CN2)cc1,-1%,0%,-8%,i,-2%,1%,1%,-4%
CC1=C(C(=O)OCc2ccccc2)C(c2ccc(-c3ccccc3)cc2)NC(=O)N1CCCCCC(=O)O (centres undefined),-11%,1%,1%,-14%,-2%,-1%,-2%,5%
NC(=O)c1cnn(-c2ccc3ccccc3c2)c1N,3%,-8%,3%,0%,1%,-12%,0%,-13%
CCNC(=O)COC(=O)CCC(=O)c1ccc(F)cc1,6%,8%,3%,1%,/,/,-1%,5%
Cc1ccc(C(=O)Nc2ccc(N3CCOCC3)nc2)cc1,2%,4%,-10%,6%,-9%,1%,0%,-10%
COC(=O)CNC(=O)CN1C(=O)N(c2ccc(Cl)cc2)C(N(O)C(=O)Nc2ccc(Cl)cc2)C1(C)C (centres undefined),-4%,-3%,?,-3%,9%,-4%,-3%,-10%
Cc1ccc(N(CN2CCCC2=O)C(=O)c2ccc(OC(C)C)cc2)cc1,-4%,-4%,2%,i,-5%,6%,-4%,2%
N#C/C(=C\c1c(Cl)cccc1Cl)c1nn(-c2ccccc2)c(-n2cccc2)c1C#N,8%,0%,4%,0%,/,?,-1%,3%
CC(C)=NN1C(c2nonc2N)=NOC1(C)C,-9%,6%,2%,5%,4%,6%,-4%,-1%
CC(=O)/C(=N/Nc1ccccc1[N+](=O)[O-])N1CCCc2ccccc21,3%,5%,-1%,-25%,/,?,-1%,-9%
Cc1ccc(/C=N/n2cnc3sc(C)c(C)c3c2=O)o1,-2%,-2%,1%,-2%,-3%,-14%,-1%,0%
CCOc1ccc(N2CC(C(=O)Nc3cccc(C)c3C)CC2=O)cc1 (centres undefined),5%,0%,-1%,-10%,-4%,-2%,-1%,-4%
Cc1cc(C)c(S(=O)(=O)N2CCC(C(=O)NCc3ccco3)CC2)c(C)c1,-8%,2%,8%,0%,-7%,/,1%,3%
CCNC(=S)N1CCC(C(=O)c2ccc3c(c2)OCCO3)CC1,13%,2%,6%,i,?,3%,-1%,-2%
COc1cccc(/C=N/n2nnnc2N)c1,9%,-8%,5%,-5%,/,-6%,-5%,-1%
O=C(O)c1ccc(F)c(S(=O)(=O)Nc2ccccc2)c1,2%,0%,-1%,-5%,-11%,4%,2%,-2%
O=C(NNC(=S)Nc1ccccc1Cl)C1CC1,-1%,-15%,-5%,-3%,6%,5%,2%,-3%
COC(=O)C1=C(C(=O)OC)[C@@H]2Nc3ccccc3[C@@]23C[C@@H](C(=O)OC)N(C(=O)c2ccc(Br)cc2)C3=N1,-1%[14.2 µM],-2%[11.2 µM],-5%,i[11.5 µM],/,/,-2%[11.2 µM],-17%[17.4 µM]
O=C(CC(=O)c1ccccc1O)c1ccc(F)cc1,7%,-6%,22%,-5%,-5%,/,-7%,-9%
CC(=O)N1c2ccc(S(=O)(=O)CCC(=O)O)cc2CC1C (centres undefined),5%,1%,-2%,0%,-8%,-1%,-2%,-6%
CCOc1c(OC)cc(C2C(C#N)=C(N)Oc3n[nH]c(-c4ccncc4)c32)cc1OC (centres undefined),8%,-11%,-19%,2%,-1%,-3%,-1%,-3%
Cc1ccc(NC(=O)c2nc[nH]c2C(=O)N2CCC(C)CC2)cc1,1%,-2%,2%,-5%,/,/,-1%,-4%

# Not all compounds are listed; count on the stated rates, not on these rows.
